# HRP interference = HRP/luminol detection interference without ALR, dose response, artefact control for ALR inhibitor project, biochemical, luminescence, no ALR or DTT. AID 540356, 2011. actives 15% (n = 2,500). HRP/H2O2 luminol luminescence counterscreen, no ALR. AC50 in µM for hits, for the others activity change, negative = inhibition, % at the top dose, mostly 10 µM;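 active = signal-lowering compounds whose fitted half-maximal concentration AC50 is no higher than ten times their top tested concentration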;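 note: 0% = median of neutral control wells and -100% = median of quercitin 100 µM wells; many of its hits are not listed in these tables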
# Starred values were filed as active, the others as inactive.
SMILES,HRP interference
CN(C)CCCN1c2ccccc2Sc2ccccc21,-15%

# Assay outcomes (PubChem BioAssay)

# These rows are one share of the data; rates above refer to the full screens.
